DAX1 inh-1: inhibitors of human orphan nuclear receptor DAX1 (NR0B1); P51843; AID 504766; inhibition, % at 6.75 µM; HEK293 Gal4-DAX1 luciferase reporter, luminescence; 340,000 compounds, 0.99% hits;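 active = inhibition above the mean over all tested compounds plus 3 SD, cut at about 4.2% in these data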;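 also: 0% = DAX1-transfected cells with DMSO and 100% = empty-vector control cells with DMSO; inhibition shows as a rise in luminescence from relieved DAX1 repression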
Target sequence (P51843 207-470 limits assumed): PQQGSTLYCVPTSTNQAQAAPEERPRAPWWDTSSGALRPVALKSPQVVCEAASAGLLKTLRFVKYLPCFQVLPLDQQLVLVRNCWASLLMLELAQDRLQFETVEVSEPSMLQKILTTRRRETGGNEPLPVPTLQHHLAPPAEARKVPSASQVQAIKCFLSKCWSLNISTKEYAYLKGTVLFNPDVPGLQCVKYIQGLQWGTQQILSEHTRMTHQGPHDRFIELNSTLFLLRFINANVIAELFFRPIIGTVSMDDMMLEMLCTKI
SMARCA2 activ: increases SMARCA2 function in MMTV reporter cells; MG213 cells, MMTV-luciferase reporter, dexamethasone, overnight; activation, % at 9.1 µM; 370,000 compounds, 1% hits; AID 652017; in the data active = activation above about 7.8%;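 also: 0% = vehicle wells and 100% = reference activator wells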
NPR1 activator: GC-A (human) enzyme activation; P16066; HEK293 GC-A cells, cGMP TR-FRET, EC30 ANP; 0% at EC30 ANP, 100% saturating ANP; activation, % at 10 µM; 370,000 compounds, 0.14% hits; in the data active = activation above about 40%
PG9 binder: PG9 antibody binding by small molecule; 360,000 compounds, 0.43% hits; AID 624416; inhibition, % at 6.7 µM; TR-FRET gp120-PG9 antibody binding; in the data active = inhibition above about 8.5%
hcDAF12 agonist: H. contortus DAF-12 activation, primary screen | AID 652067 | HEK293 hcDAF-12 lit1-tk-luc reporter, luminescence; 0% DMSO, 100% Δ7-dafachronic acid | 370,000 compounds, 1.4% hits | activation, % at 6.8 µM;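 active = activation above the mean of all tested compounds plus 3 SD, cut at about 5.5% in these data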;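 also: 100% = response to 3 µM Δ7-dafachronic acid high control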
GAA850 FXN act: frataxin GAA850 promoter activation | HEK293 lucGAA850 FXN promoter luciferase reporter, 24 h; percent of 10 µM SAHA response | activation, % at 6 µM | AID 540364 | 360,000 compounds, 0.56% hits;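 active = activation above the average of all compounds screened plus 3 SD, cutoff fixed separately per campaign, cut at about 7.5% in these data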;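 also: 0% = DMSO wells and 100% = 10 µM SAHA wells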
ADAM17 inh: inhibits human ADAM17. recombinant ADAM17, EDANS/DABCYL FRET peptide cleavage. inhibition, % at 6.95 µM. AID 720648. 370,000 compounds, 0.83% hits. P78536;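 active = inhibition above the mean of compounds lying between control limits plus 3 SD, set per campaign, cut at about 8.5% in these data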;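 also: 0% = DMSO-only wells as the low control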
hgDAF-12 ag: hgDAF-12 agonism, primary luciferase screen | HEK293 GAL4-hgDAF12 UAS-luciferase reporter, agonist luminescence; normalized to butyrate control | activation, % at 6.8 µM | 370,000 compounds, 1.8% hits | AID 687014;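 active = activation above a cutoff set at the mean of all screened compounds plus 3 SD, cut at about 10% in these data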;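 also: 0% = DMSO wells and 100% = sodium butyrate wells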
ssDAF12 agonist: S. stercoralis DAF-12 activation, primary screen; 370,000 compounds, 1% hits; activation, % at 6.8 µM; HEK293 ssDAF-12/GRIP1 lit1-tk-luc reporter, luminescence; % of 3 µM dafachronic acid response; AID 652126;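 active = activation above the mean over all tested compounds plus 3 SD, cut at about 0.9% in these data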;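 also: 0% = DMSO-only wells and 100% = 3 µM delta7-dafachronic acid wells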
ADAM10 inh: inhibitors of human ADAM10 | inhibition, % at 7 µM | 370,000 compounds, 0.62% hits | AID 720582 | recombinant ADAM10, EDANS/DABCYL FRET peptide cleavage, 3 h | O14672;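 active = inhibition above a per-campaign cutoff equal to the mean of compounds falling between control-based bounds plus 3 SD, cut at about 20% in these data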;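 also: 0% = DMSO wells while the 100% control is not disclosed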
Target sequence (O14672 214-748 limits assumed): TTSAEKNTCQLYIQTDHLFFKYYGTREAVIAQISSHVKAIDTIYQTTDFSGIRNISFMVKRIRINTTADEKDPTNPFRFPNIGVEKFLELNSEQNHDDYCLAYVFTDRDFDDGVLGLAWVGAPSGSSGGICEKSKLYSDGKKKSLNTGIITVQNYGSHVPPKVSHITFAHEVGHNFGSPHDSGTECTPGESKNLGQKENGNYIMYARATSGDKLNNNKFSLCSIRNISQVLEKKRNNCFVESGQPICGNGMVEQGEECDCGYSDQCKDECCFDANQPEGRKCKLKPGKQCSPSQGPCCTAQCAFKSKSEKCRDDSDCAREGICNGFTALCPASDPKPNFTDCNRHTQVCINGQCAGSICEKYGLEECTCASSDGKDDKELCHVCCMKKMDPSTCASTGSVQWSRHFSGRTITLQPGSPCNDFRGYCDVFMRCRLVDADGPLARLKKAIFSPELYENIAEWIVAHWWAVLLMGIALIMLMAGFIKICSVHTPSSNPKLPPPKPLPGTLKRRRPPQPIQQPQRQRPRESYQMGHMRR
DAX1 inh-2: DAX1 (NR0B1) inhibition, primary screen. inhibition, % at 6.8 µM. 370,000 compounds, 1.1% hits. HEK293T StAR-luciferase reporter, SF-1/DAX-1 repression relief. AID 652010;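 active = inhibition above the mean over all tested compounds plus 3 SD, cut at about 3.6% in these data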;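 also: 0% = DAX-1 cells with DMSO and 100% = cells lacking DAX-1 with DMSO; higher inhibition means more luminescence from relief of DAX-1 repression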
Active calls of the source: *; i = inactive; nt = not tested or not shown.

SMILES | DAX1 inh-1 | SMARCA2 activ | NPR1 activator | PG9 binder | hcDAF12 agonist | GAA850 FXN act | ADAM17 inh | hgDAF-12 ag | ssDAF12 agonist | ADAM10 inh | DAX1 inh-2
O=C(NCc1ccccn1)C(=O)N/N=C/c1ccc2c(c1)OCO2 | 0.7 | 0 | 3 | -0.7 | 0.0 | -0.8 | -2 | -2.8 | -1.2 | -2 | 1.1
CC1=C(C(=O)N(C)C)CC(CC(=O)NC2CCCC2)C(=O)N1CCCN1CCCC1=O (configuration not stated) | 2.6 | -3 | 0 | 0.3 | 1.4 | 0.7 | -5 | -0.7 | -1.0 | -4 | -1.3
CC(=O)N1CCc2cc(NC(=O)C3(C)CCN3Cc3ccccc3Cl)ccc21 (configuration not stated) | nt | -5 | 4 | -1.4 | -3.1 | -5.3 | -4 | -9.3 | -2.2 | -5 | 1.1
O=C(NCCSc1ccccc1)c1ccc(Br)cc1 | 0.8 | 1 | 0 | 0.3 | 7.4* | 4.7 | -6 | 13* | -0.2 | -2 | 4.7*
COc1cccc(NCc2cc(=O)oc3cc(-c4ccccc4)c(O)cc23)c1 | 0.2 | -2 | 0 | 0.7 | 2.9 | 2.3 | -3 | 1.1 | -1.3 | -15 | -0.2
O=C(C(=O)N1CCCC1)c1c[nH]c2ccccc12 | -0.1 | 4 | -2 | -0.9 | 0.1 | 2.1 | -2 | 0.0 | -1.1 | -2 | -0.2
CCOc1ccc(CN(C)C(C)C(=O)NCc2ccccc2)cc1 (configuration not stated) | -0.7 | -1 | 0 | -1.4 | 2.6 | -0.2 | -5 | 1.9 | -1.1 | 0 | -0.3
Cc1cc(C(=O)COC(=O)c2n[nH]c(=O)c3ccccc23)c(C)n1C | 0.3 | 5 | 2 | -0.7 | -0.7 | 2.4 | -1 | 5.6 | -0.9 | -7 | 3.2
COc1ccc2[nH]c(C(=O)O)c(NS(=O)(=O)c3ccc(F)cc3)c2c1 | -0.4 | -2 | 3 | 0.7 | 2.8 | 0.1 | -8 | -1.4 | -0.4 | -17 | -0.5
CCc1ccccc1NC(=S)N1CCNC(=O)C1CC(=O)OC (configuration not stated) | -0.3 | 1 | 3 | -2.3 | -1.8 | 1.4 | -1 | -0.4 | -0.3 | -3 | -0.2
O=C(Cc1ccc(Cl)cc1)Nc1cccc(C(=O)Nc2ccccc2C(=O)O)c1 | 4.1 | -2 | -1 | -1.7 | 1.0 | -1.4 | 1 | 0.9 | -0.9 | -1 | 0.2
O=C(Cc1csc(N2CCOCC2)n1)N/N=C/c1ccc(Cl)cc1Cl | -1.4 | -3 | -6 | 0.1 | -3.6 | 2.1 | 1 | -1.1 | -1.9 | -3 | -1.4
COc1ccccc1/C(C)=N/Oc1cc(N)cc([N+](=O)[O-])c1 | 0.8 | -2 | 0 | -4.0 | -0.4 | -0.9 | 15* | 8.5 | -1.4 | 27* | -2.1
CCCNC(=O)NC(=O)CSc1nnc(-c2ccncc2)n1CC | 0.9 | 0 | -1 | -1.2 | -0.3 | 0.1 | -16 | 0.3 | -1.3 | -46 | 0.1
Cc1ccc2nc(-c3cccnc3)cc(C(=O)Nc3ccc(F)cc3C)c2c1 | 0.3 | 3 | -3 | 0.8 | -2.6 | -0.5 | -2 | -1.9 | -1.0 | -4 | -0.8
COC(=O)C(NC(=O)c1ccccc1C(=O)O)c1ccc2ccccc2c1 (configuration not stated) | 2.7 | -3 | 3 | 0.7 | -2.3 | -1.4 | -3 | -1.0 | -1.1 | 5 | -0.1
CN(C)S(=O)(=O)c1cccc(C(=O)NCC(=O)NC2CCN(Cc3ccccc3)CC2)c1 | 1.0 | -4 | 0 | -0.4 | -0.6 | -1.1 | -3 | -0.1 | -1.2 | 14 | 0.5
Cc1cc2[nH]ncc2cc1NC(N)=S | 0.1 | 0 | -1 | -1.6 | -1.2 | -3.6 | -2 | 0.8 | -1.4 | 3 | -1.6
Cc1cc(NC(=O)CSc2nnc(-c3ccncc3)n2C)n(-c2ccccc2)n1 | 6.0* | 3 | 2 | -0.3 | -1.1 | 0.3 | -3 | -1.4 | -1.5 | 2 | 0.4
COc1ccc(NC(=O)c2cc(-c3ccc(C)o3)nc3ccccc23)cc1OC | -0.9 | 4 | 5 | -0.5 | -1.4 | 2.0 | -14 | 0.5 | -1.2 | -37 | -1.2
O=C(NCCc1ccccc1)c1nccc2ccccc12 | 1.6 | 2 | 2 | -0.4 | -0.1 | 2.2 | -1 | 4.1 | -0.4 | -1 | 0.3
COc1cc(OC)nc(Oc2cc(/C=N/O)ccc2OC)n1 | 0.0 | 3 | 2 | 0.0 | -0.3 | 0.0 | -1 | -0.5 | -0.9 | 11 | -0.3
O=C1CC(c2ccccc2)CC(=O)C1CS(=O)(=O)c1ccccc1 (configuration not stated) | 0.0 | -1 | -2 | -2.6 | 1.1 | 1.3 | 2 | 1.9 | -1.6 | 4 | 0.5
Cc1[nH]c2ccccc2c1C(=O)C(=O)NCCc1c[nH]c2ccccc12 | 0.2 | 0 | 3 | -2.0 | -0.9 | -0.4 | -1 | 0.0 | -0.5 | 10 | -0.2
O=C(CCc1ccccc1)Nc1nn[nH]n1 | -0.5 | -3 | 2 | 1.1 | -2.8 | 1.3 | -1 | 0.4 | -1.1 | -3 | -0.3
CCCCN(C)c1c(C)nc2ccc(C(=O)NCc3ccc(OC)cc3)cn12 | nt | -5 | -7 | -1.1 | -0.6 | -1.9 | -1 | -0.8 | -1.2 | -1 | 1.1
CC(C)NCC(O)c1ccc(O)c(O)c1 (configuration not stated) | 1.6 | -3 | 3 | -2.7 | -4.3 | 2.9 | -10 | 1.3 | -1.0 | -13 | 1.2
COCCNC(=O)c1cc2cc(Br)cc(Br)c2oc1=O | 0.7 | 0 | 6 | 1.1 | 0.0 | 0.7 | 2 | 1.5 | -0.7 | -1 | 0.0
O=S(=O)(c1ccc2oc3ccccc3c2c1)N1CCOCC1 | -0.7 | -3 | 7 | 1.0 | -1.9 | -1.7 | -4 | -1.4 | -1.7 | 2 | -0.7
Cc1ccc(S(=O)(=O)N2[C@@H](c3ccc(Cl)cc3)C(C(=O)O)=C[C@H]2CC2CCCC2)cc1 | -0.1 | -3 | -4 | -3.7 | -1.9 | 0.2 | 2 | 2.7 | -0.3 | -4 | 0.3
COc1cc(CC(=O)N2CCC(n3nccc3NC(=O)C3CC3)CC2)cc(OC)c1OC | 0.8 | 2 | -1 | 2.5 | 2.6 | 0.6 | -4 | -1.0 | -0.8 | 9 | 0.0
O=C(C/C=N\OCc1ccc([N+](=O)[O-])cc1)Nc1ccc(F)cc1F | 1.2 | -5 | -3 | 0.6 | -1.4 | 2.1 | -4 | 0.1 | -1.1 | -15 | 0.2
COC(=O)c1[nH]c2cccc(OC)c2c1NC(=O)CCN1CCSCC1 | 1.6 | -1 | -1 | -2.1 | -0.3 | 1.6 | -34 | -0.8 | -1.4 | -78 | -0.3
CCNc1nc(SC(C)C(=O)Nc2ccccc2)nc(N2CCOCC2)n1 (configuration not stated) | -0.2 | 0 | -20 | 1.6 | -2.4 | 0.9 | -5 | -0.2 | -1.3 | -6 | 0.0
Cc1ccc(/C=N/NC(=O)COc2ccccc2-c2ccccc2)cc1 | 2.2 | -1 | -4 | -2.1 | -1.5 | -4.9 | 2 | -6.5 | -1.4 | 0 | 4.2*
O=S(=O)(c1ccc(-c2ccccn2)s1)N1CCC2(CC1)OCCO2 | nt | -6 | 2 | -0.3 | 0.6 | 0.3 | -5 | -1.5 | -1.9 | -7 | 0.2
CCOC(=O)Cc1csc(SCC(=O)Nc2oc(C)c3c(C)n[nH]c(=O)c23)n1 | 1.2 | 3 | -3 | -1.8 | -0.7 | 0.7 | 0 | 1.0 | -0.1 | -6 | 2.3
COc1ccccc1Nc1nc(NCCCN(C)C)nc(N)c1[N+](=O)[O-] | 1.9 | 2 | 2 | 3.6 | -1.0 | -0.3 | -2 | 1.9 | -1.2 | -6 | -0.2
Nc1ccc2c(C(F)(F)F)cc(C(F)(F)F)nc2n1 | -0.3 | 2 | 1 | -0.3 | -1.1 | 3.5 | i | -0.3 | -1.6 | i | -0.5
COc1cccc(CNc2ccc(S(N)(=O)=O)cc2)c1OC | 0.7 | -3 | 4 | 0.6 | -0.8 | -0.7 | 1 | 1.3 | -1.2 | 4 | -0.6
CC1CCN(c2ccc(C=O)o2)CC1 | 3.5 | 1 | 1 | -2.1 | -0.2 | 0.4 | 3 | -0.1 | -1.4 | 2 | -1.4
O=C(NCc1ccccc1)c1ccc(CNc2c(N3CCCC3)c(=O)c2=O)cc1 | 1.1 | -1 | 5 | -1.1 | -0.4 | 0.6 | -3 | -2.4 | -1.0 | 2 | -0.2
O=C(c1ccccc1)c1ccc(N2CCOCC2)c(NC(=O)c2ccco2)c1 | -1.1 | 0 | 2 | 1.4 | -0.9 | -2.9 | -6 | -2.6 | -1.2 | 2 | -1.4
COc1ccc(C(=O)Oc2ccc(-c3nnco3)cc2)cc1S(=O)(=O)N1CCOCC1 | 0.7 | -2 | -1 | 0.7 | -0.2 | -1.5 | -3 | 1.5 | -1.0 | -2 | 0.9
COC(=O)c1c(NC(=O)c2ccc(C)o2)sc2c1CCCCC2 | 1.2 | 4 | -3 | 0.1 | 3.0 | 5.0 | -22 | 5.7 | -0.4 | -77 | 1.5
COc1ccc(C(CNC(=O)c2ccccc2SC)N(C)C)cc1 (configuration not stated) | 1.4 | -5 | -5 | 1.7 | -1.1 | -1.9 | -4 | 2.8 | -1.3 | -1 | -0.6
Cc1noc(C)c1C(=O)Nc1ccc(S(=O)(=O)N2CCC(C)CC2)cc1 | -0.8 | -1 | -1 | -3.2 | -3.1 | 0.0 | 0 | -3.4 | -1.7 | -16 | -1.6
C=CCn1c(SCC(=O)c2ccc(-c3ccccc3)cc2)nnc1-c1ccc(OC)cc1 | nt | -2 | -1 | nt | -3.4 | nt | 4 | -2.0 | -1.7 | 0 | -1.6
Cc1ccc(OCCC(=O)Nc2ccccc2C(=O)N2CCCCC2)cc1 | -1.0 | -1 | 4 | 0.9 | -0.9 | 1.5 | -2 | -0.1 | -0.7 | -7 | -0.1
Cc1cc(Cl)ccc1NC(=S)NCC(C)C | 0.0 | 6 | -1 | -0.6 | 2.2 | 0.9 | 2 | -0.6 | -1.0 | 2 | -0.3
Cc1ccc(S(=O)(=O)/C(C#N)=C/c2c(N3CCOCC3)nc3c(C)cccn3c2=O)cc1 | nt | 1 | 2 | 0.7 | -0.6 | 0.3 | 0 | -2.0 | 0.1 | -3 | 0.0
Cc1cccc(NC(=O)/C(C#N)=C\c2cccnc2)c1 | 1.1 | -3 | -15 | -2.5 | -1.4 | 0.5 | 0 | -2.2 | -1.1 | 1 | -0.2
CCOc1ccc(/C=C/C(=O)NCCc2ccc(OC)c(OC)c2)cc1 | -1.6 | -1 | 1 | -1.4 | -0.1 | 1.9 | 1 | 0.9 | -2.1 | -5 | -0.5
